Screens: PubChem BioAssay, PCMD
FXIIa single: blocks human coagulation factor XIIa activity | inhibition, % at 10 µM | P00748 | 0.2% of 33,000 active | purified human FXIIa, AMC substrate fluorescence, 2 h; in the data active = inhibition above about 30%;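 note: 0% = enzyme with vehicle only and 100% = no enzyme blank; many of its hits are not listed in these tables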
FXIa inh: blocks human coagulation factor XIa activity | purified human FXIa, fluorogenic AMC substrate cleavage | inhibition, % at 10 µM | 0.3% of 33,000 active | AID 687;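 active = inhibition above 40% in the primary screen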;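 note: 0% = enzyme without compound and 100% = blank wells lacking enzyme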
Target sequence (P03951 19-387 limits assumed): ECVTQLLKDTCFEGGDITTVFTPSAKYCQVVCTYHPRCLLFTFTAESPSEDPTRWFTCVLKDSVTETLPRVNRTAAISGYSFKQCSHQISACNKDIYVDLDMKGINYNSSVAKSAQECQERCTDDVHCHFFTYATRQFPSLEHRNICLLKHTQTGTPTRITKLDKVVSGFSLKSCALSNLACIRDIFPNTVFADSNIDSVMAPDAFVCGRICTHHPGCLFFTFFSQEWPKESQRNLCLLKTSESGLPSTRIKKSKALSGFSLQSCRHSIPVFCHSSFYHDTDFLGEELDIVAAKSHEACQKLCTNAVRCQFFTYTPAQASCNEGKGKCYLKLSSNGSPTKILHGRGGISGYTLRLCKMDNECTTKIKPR
Target sequence (P03951 388-625 limits assumed): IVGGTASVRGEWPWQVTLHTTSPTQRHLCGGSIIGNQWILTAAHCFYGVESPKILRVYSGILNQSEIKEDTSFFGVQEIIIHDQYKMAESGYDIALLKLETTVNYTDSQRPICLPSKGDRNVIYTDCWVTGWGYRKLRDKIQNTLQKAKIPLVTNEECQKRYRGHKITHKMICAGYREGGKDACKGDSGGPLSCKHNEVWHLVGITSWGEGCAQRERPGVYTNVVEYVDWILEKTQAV
Numbers without * were called inactive. The list is partial; rates above refer to the full screens.

How did N#Cc1c(N)nc2c3c(sc(=N)c2c1N)NC(=O)CC3c1ccccc1Cl (stereo not given) do in these assays?
FXIIa single: 5.6; FXIa inh: 40.9*

How did CCOc1cc(N2CCOCC2)c(OCC)cc1NC(=O)Cc1cn2ccsc2n1 do in these assays?
FXIIa single: 4.7; FXIa inh: 2.2

What do the screens show for `O=C1CC(c2ccccc2)=Nc2ccccc2N1`?
FXIIa single: -0.3; FXIa inh: -1.5

Results for CCOC(=O)N1CCN(C(=O)c2ccccc2CCc2ccccc2)CC1 ?
FXIIa single: -17.6; FXIa inh: 1.3

What do the screens show for `C/C(=C\C(=O)Nc1cc(C)on1)c1ccccc1`?
FXIIa single: 5.5; FXIa inh: 0.2

Results for Nc1ccc2oc3ccc(N)cc3c(=O)c2c1 ?
FXIIa single: 26.0; FXIa inh: 10.9

Results for CN1CCN(c2ccccc2NC(=O)COc2ccc(Br)cc2)CC1 ?
FXIIa single: 1.5; FXIa inh: 5.7

How did C=CCn1c(Cc2c(C)[nH]c3ccccc23)nnc1SCC(=O)NCc1ccc(F)cc1 do in these assays?
FXIIa single: -15.9; FXIa inh: -0.7

What do the screens show for `CCCCN1Cc2cc(C(=O)c3cc(OC)ccc3O)cnc2NC1=O`?
FXIIa single: 12.8; FXIa inh: 4.3

Results for COc1ccc(/C=C/c2nc3sc4c(c3c(=O)o2)CCC4)cc1 ?
FXIIa single: 7.7; FXIa inh: -5.2

How did COc1cc(C(=O)N2CCC(NC(=O)C(Cc3ccccc3C)NC(C)=O)CC2)cc(OC)c1OC (stereo not given) do in these assays?
FXIIa single: 4.0; FXIa inh: -6.2

How did CCN(CC)S(=O)(=O)c1ccc(C(=O)NCc2n[nH]c(=S)n2-c2ccccc2OC)cc1 do in these assays?
FXIIa single: 6.3; FXIa inh: -0.6

Results for Cc1ccc(CCN2CC(C(=O)O)CC2=O)cc1 (stereo not given) ?
FXIIa single: 9.9; FXIa inh: -6.0

What do the screens show for `Cc1cc(C)cc(N(C(C)C(=O)NCCC2=CCCCC2)S(C)(=O)=O)c1` (stereo not given)?
FXIIa single: 2.6; FXIa inh: 2.6

Results for CCOc1ccccc1-n1nnnc1SCC(=O)NC(=O)Nc1ccc2c(c1)OCCO2 ?
FXIIa single: -12.8; FXIa inh: 22.7

What do the screens show for `COc1ccc(C)cc1-n1nnnc1SC/C(O)=C(\C#N)c1nc2ccccc2[nH]1`?
FXIIa single: 3.6; FXIa inh: -3.3

How did O=C(NC1(C(F)(F)F)NC(=O)N(Cc2cccnc2)C1=O)c1ccc(F)cc1 (stereo not given) do in these assays?
FXIIa single: -15.4; FXIa inh: 3.3

How did COc1ccnc(N=CNOCc2cccc(Cl)c2Cl)c1C#N do in these assays?
FXIIa single: -6.2; FXIa inh: -1.6

How did CC(NC(=O)Cn1c(NCCO)nc2ccccc21)c1ccccc1 (stereo not given) do in these assays?
FXIIa single: 0.4; FXIa inh: -7.3

What do the screens show for `CCCCOC(=O)Nc1nnc(CCc2ccccc2)s1`?
FXIIa single: -2.8; FXIa inh: -4.1

What do the screens show for `Cc1cc(C)c(C#N)c(SCC(=O)c2cc(C)n(CCc3ccccc3)c2C)n1`?
FXIIa single: -1.4; FXIa inh: -11.1

How did CCOc1ccc(N(CC(=O)NC2CCCCCC2)S(=O)(=O)c2c(C)[nH]c(=O)[nH]c2=O)cc1 do in these assays?
FXIIa single: -0.1; FXIa inh: 4.4

Results for CN(c1ccc(C(=O)O)cc1)S(=O)(=O)c1ccccc1 ?
FXIIa single: -12.5; FXIa inh: 0.5

How did O=c1[nH]nc(CNc2ccc(O)cc2)c2ccccc12 do in these assays?
FXIIa single: -12.7; FXIa inh: 16.2

What do the screens show for `C=CCNC(=O)C12CC3CC(C1)CC(C(=O)NCC=C)(C3)C2`?
FXIIa single: 5.4; FXIa inh: 1.8

Results for CCC(C)(C)n1nnnc1CN1CCC(NC(=O)c2ccc(Br)cc2)CC1 ?
FXIIa single: 7.4; FXIa inh: 2.5

Results for CS(=O)(=O)N1N=C(c2ccc(Br)cc2)CC1c1cccs1 (stereo not given) ?
FXIIa single: 4.1; FXIa inh: 7.7

Results for CCC(=O)Nc1ccc(N2CCCCC2)c(C(=O)Nc2ccccc2C)c1 ?
FXIIa single: 7.7; FXIa inh: -2.5

What do the screens show for `Oc1ccc(Br)cc1-c1cc(-c2ccc(Cl)cc2)n[nH]1`?
FXIIa single: 12.0; FXIa inh: -1.0

What do the screens show for `CCCCN1CCc2c1nc1ccc(Br)cc1c2N`?
FXIIa single: 10.4; FXIa inh: -2.4

How did Cc1cc(C)c(C#N)c(SCCS(=O)(=O)c2ccc(C(C)(C)C)cc2)n1 do in these assays?
FXIIa single: 5.1; FXIa inh: 13.9

How did CC(C)Oc1ccccc1C1CC(=O)Nc2c1c(=O)n(C)c(=O)n2C (stereo not given) do in these assays?
FXIIa single: 3.4; FXIa inh: 7.3

What do the screens show for `CCOC(=O)C1=C(C)NC2=C(C(=O)CC(C)(C)C2)C1c1coc2ccccc2c1=O` (stereo not given)?
FXIIa single: 5.0; FXIa inh: 6.6

Results for Cc1c(Cl)cccc1NC(=S)NN1CCOCC1 ?
FXIIa single: 4.3; FXIa inh: -2.3

How did O=C1CCC(C(=O)Nc2ccccc2)N1 (stereo not given) do in these assays?
FXIIa single: 2.9; FXIa inh: 0.4

How did CCOc1ccc2nc(SCC(=O)N3CCN(C(=O)c4ccco4)CC3)sc2c1 do in these assays?
FXIIa single: 8.7; FXIa inh: -3.6

How did CCOC(=O)N1CCN(CC(=O)Nc2ccc(C)cc2)CC1 do in these assays?
FXIIa single: 2.1; FXIa inh: 4.3

What do the screens show for `O=C(CCSCCc1ccccn1)Nc1ccc(Cl)cn1`?
FXIIa single: -15.3; FXIa inh: 31.7

What do the screens show for `O=C(OCCN=C1NS(=O)(=O)c2ccccc21)C1CC(=O)N(c2ccc3ccccc3c2)C1` (stereo not given)?
FXIIa single: -10.9; FXIa inh: 16.2

Results for CCOc1ccccc1-c1nc(-c2cccc(Br)c2)no1 ?
FXIIa single: 2.2; FXIa inh: -3.7

Results for c1ccc(-c2csc3ncnc(NCCN4CCOCC4)c23)cc1 ?
FXIIa single: 10.6; FXIa inh: 0.4

What do the screens show for `Cc1ccc(C)c2[nH]c(=O)c(CN(Cc3ccco3)C(=O)Nc3ccccc3)cc12`?
FXIIa single: 1.3; FXIa inh: -7.3

What do the screens show for `O=C(NCCC1=CCCCC1)C1COc2ccccc2O1` (stereo not given)?
FXIIa single: 26.2; FXIa inh: 2.0

Results for CCN(Cc1ccccc1)C(=O)C1CCC(CNc2c(N3CCOCC3)c(=O)c2=O)CC1 (stereo not given) ?
FXIIa single: -24.4; FXIa inh: -17.5

Results for C=CCOCC(O)CS(=O)(=O)Cc1ccc(Cl)cc1 (stereo not given) ?
FXIIa single: 7.8; FXIa inh: -6.2

Pulled by compound from the list above:
What do the screens show for `CCOC(=O)C1=C(C)NC2=C(C(=O)CC(C)(C)C2)C1c1coc2ccccc2c1=O` (stereo not given)?
FXIIa single: 5.0; FXIa inh: 6.6

What do the screens show for `O=C(NCCC1=CCCCC1)C1COc2ccccc2O1` (stereo not given)?
FXIIa single: 26.2; FXIa inh: 2.0

Results for C=CCOCC(O)CS(=O)(=O)Cc1ccc(Cl)cc1 (stereo not given) ?
FXIIa single: 7.8; FXIa inh: -6.2

Results for c1ccc(-c2csc3ncnc(NCCN4CCOCC4)c23)cc1 ?
FXIIa single: 10.6; FXIa inh: 0.4

What do the screens show for `O=C(CCSCCc1ccccn1)Nc1ccc(Cl)cn1`?
FXIIa single: -15.3; FXIa inh: 31.7

Next records:
How did CC(NC(=O)CC12CC3CC(CC(C3)C1)C2)C(=O)O (stereo not given) do in these assays?
FXIIa single: 6.5; FXIa inh: -7.1

Results for CCOC(=O)c1cccc(NC(=O)C2CCN(S(=O)(=O)c3cccs3)CC2)c1 ?
FXIIa single: 4.7; FXIa inh: 4.6

How did COc1ccc(-c2nnc(SC(C)C(=O)Nc3c(C)n(C)n(-c4ccccc4)c3=O)o2)cc1 (stereo not given) do in these assays?
FXIIa single: -5.2; FXIa inh: -8.4

What do the screens show for `CCN(C(=O)CSc1nnc(Cn2nnc3ccccc32)o1)c1nc(-c2ccccc2)cs1`?
FXIIa single: -1.3; FXIa inh: -2.7

How did COc1ccc(-c2ncc3ccccn23)cc1 do in these assays?
FXIIa single: 3.2; FXIa inh: -1.3

What do the screens show for `COc1ccc(-c2nc(C#N)c(N3CCC(C(N)=O)CC3)o2)cc1`?
FXIIa single: -19.9; FXIa inh: 19.8

What do the screens show for `Cn1nnc2cc(C(=O)NCc3ccco3)ccc21`?
FXIIa single: 5.0; FXIa inh: 4.8

What do the screens show for `O=C(CN1CCN(c2cccc(C(F)(F)F)c2)CC1)Nc1cccc(C(F)(F)F)c1`?
FXIIa single: 5.2; FXIa inh: 10.5

What do the screens show for `CCC(CC)c1nnc(NC(=O)C2COc3ccccc3O2)s1` (stereo not given)?
FXIIa single: 6.0; FXIa inh: 2.5

Results for Cc1cccc(-n2nc3c(c2NC(=O)c2ccc(Br)o2)CSC3)c1C ?
FXIIa single: 8.9; FXIa inh: -2.8

Results for Cc1ccc(C(C(=O)NC2CCCCC2)N2CCOCC2)cc1 (stereo not given) ?
FXIIa single: 0.6; FXIa inh: -3.1

Results for COC(=O)c1ccccc1NC(=O)c1ccc(NS(C)(=O)=O)cc1 ?
FXIIa single: 2.4; FXIa inh: -2.4

How did CC(C)CC[n+]1ccn(-c2nc3ccccc3nc2[N-]S(=O)(=O)c2ccccc2)c1 do in these assays?
FXIIa single: -20.4; FXIa inh: 19.8

Results for Cc1cc(Nc2ccccc2)nn1C(=O)c1ccc(Br)cc1 ?
FXIIa single: 3.6; FXIa inh: 9.3

Results for COc1ccc(C(=O)N2CCN(c3cccc(Cl)c3)CC2)c(OC)c1 ?
FXIIa single: 2.3; FXIa inh: 1.7

What do the screens show for `O=C(O)C1CSC(CCc2ccccc2)N1` (stereo not given)?
FXIIa single: -14.7; FXIa inh: 0.5

What do the screens show for `CCOC(=O)CNC(=O)CSc1nnc(-c2ccco2)n1Cc1ccco1`?
FXIIa single: 2.5; FXIa inh: 13.5

How did Cc1cc(C)c2c(c1)c(C)cc1nnc(SCC(=O)NCc3ccco3)n12 do in these assays?
FXIIa single: 5.2; FXIa inh: -4.4

How did O=C(Cc1ccccc1)Nc1nc2ccccc2s1 do in these assays?
FXIIa single: 2.3; FXIa inh: -2.1

How did NC(=O)CN1N=C(c2cc(Cl)sc2Cl)CSC1=O do in these assays?
FXIIa single: 3.7; FXIa inh: -2.0

How did CCc1cc2c(=O)c(-c3cnn(-c4ccccc4)c3)c(C)oc2c(CN2CCCCC2)c1O do in these assays?
FXIIa single: 0.9; FXIa inh: 4.5

What do the screens show for `CC(C)C(=O)Nc1c(-c2cccs2)c(=O)c2ccccc2n1C`?
FXIIa single: 3.4; FXIa inh: -5.5

Results for CCOC(=O)C1CCN(C(=O)/C=C/c2ccccc2OC)CC1 ?
FXIIa single: -7.2; FXIa inh: -0.3

What do the screens show for `Cn1cnnc1SCC(=O)Nc1ccc2nc(SCc3cccc4ccccc34)sc2c1`?
FXIIa single: 4.8; FXIa inh: -5.9

What do the screens show for `COCc1[nH]nc2c1C1(CCC3(CC1)OCCO3)C(C#N)=C(N)O2`?
FXIIa single: 5.8; FXIa inh: 3.0

Results for CCOC(=O)CC(=O)Nc1cc(Cl)ccc1O ?
FXIIa single: 5.4; FXIa inh: -2.9

How did CCOC(=O)C1CCCN(Cc2sccc2C)C1 (stereo not given) do in these assays?
FXIIa single: 7.5; FXIa inh: -4.2

How did COCCOC(=O)C1=C(N)Oc2c(oc(CO)cc2=O)C1c1ccccc1F (stereo not given) do in these assays?
FXIIa single: 4.3; FXIa inh: -8.2

How did CCN(CC)S(=O)(=O)c1ccc(NC(=O)COC(=O)c2ccc(-n3nc(C)cc3C)cc2)cc1 do in these assays?
FXIIa single: 5.1; FXIa inh: 1.8

What do the screens show for `O=C(Nc1ccccc1)c1nnn(Cc2ccccc2)c1NC(=O)C(F)(F)F`?
FXIIa single: 6.9; FXIa inh: 9.1

Results for CCCSc1nc(SCC(=O)NCc2ccccc2)c2c3c(sc2n1)COC(C)(CC)C3 (stereo not given) ?
FXIIa single: 7.1; FXIa inh: -3.2

Results for COc1ccc(CC(=O)Nc2c3c(nn2-c2ccccc2C)CS(=O)C3)cc1 (stereo not given) ?
FXIIa single: 14.4; FXIa inh: 3.0

What do the screens show for `Cc1ccc(CCNC(=O)C2CCC(CNc3c(N4CCCC4)c(=O)c3=O)CC2)cc1` (stereo not given)?
FXIIa single: 8.3; FXIa inh: 5.4

How did COc1ccc(S(=O)(=O)N2CCN(C(=O)c3cccs3)CC2)cc1 do in these assays?
FXIIa single: 1.9; FXIa inh: 3.6

What do the screens show for `CCN1C(=O)c2cccc3c(S(=O)(=O)Nc4ccncc4)ccc1c23`?
FXIIa single: 4.4; FXIa inh: -4.6

Results for O=C(Cc1ccc(Cl)cc1)Nc1ccc(N2CCCC2)cc1 ?
FXIIa single: 4.9; FXIa inh: 6.5

Results for O=C(CSc1nnc(COc2ccc(Cl)cc2)o1)N1c2ccccc2CCc2ccccc21 ?
FXIIa single: 6.1; FXIa inh: 3.2

How did Cc1cc2cc(CNS(=O)(=O)c3ccc4ccccc4c3)ccc2n1C do in these assays?
FXIIa single: 1.3; FXIa inh: 3.4

What do the screens show for `CSc1nnc(-c2cc3ccccc3cc2O)n1C`?
FXIIa single: 1.6; FXIa inh: 2.1

Results for CCc1cccc(NC(=O)c2ccc(Br)o2)c1 ?
FXIIa single: -16.3; FXIa inh: -0.7

How did CNCCOc1ccccc1C(C)(C)C do in these assays?
FXIIa single: 22.1; FXIa inh: 6.5

2 neighbouring compounds out of the list so far:
Results for CCc1cccc(NC(=O)c2ccc(Br)o2)c1 ?
FXIIa single: -16.3; FXIa inh: -0.7

How did CNCCOc1ccccc1C(C)(C)C do in these assays?
FXIIa single: 22.1; FXIa inh: 6.5
